NPYLR7 agonist: mosquito NPYLR7 agonism; activation, % at 10 µM; HEK293T NPYLR7/Galpha15, GCaMP6s calcium fluorescence; AID 1259423; 270,000 compounds, 0.15% hits; in the data active = activation above about 40%;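 also: 0% = vehicle and 100% = reference agonist at the receptor; some compounds past the cut are filed as inactive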
hcGAS lum: inhibitors of human cGAS; Q8N884; inhibition, % at 12.5 µM; AID 1259398; recombinant h-cGAS, ATP depletion, Kinase-Glo luminescence; 290,000 compounds, 0.081% hits;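 also: 0% = vehicle reaction and 100% = reaction without DNA for no activity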
Target sequence (Q8N884 whole entry, looked up): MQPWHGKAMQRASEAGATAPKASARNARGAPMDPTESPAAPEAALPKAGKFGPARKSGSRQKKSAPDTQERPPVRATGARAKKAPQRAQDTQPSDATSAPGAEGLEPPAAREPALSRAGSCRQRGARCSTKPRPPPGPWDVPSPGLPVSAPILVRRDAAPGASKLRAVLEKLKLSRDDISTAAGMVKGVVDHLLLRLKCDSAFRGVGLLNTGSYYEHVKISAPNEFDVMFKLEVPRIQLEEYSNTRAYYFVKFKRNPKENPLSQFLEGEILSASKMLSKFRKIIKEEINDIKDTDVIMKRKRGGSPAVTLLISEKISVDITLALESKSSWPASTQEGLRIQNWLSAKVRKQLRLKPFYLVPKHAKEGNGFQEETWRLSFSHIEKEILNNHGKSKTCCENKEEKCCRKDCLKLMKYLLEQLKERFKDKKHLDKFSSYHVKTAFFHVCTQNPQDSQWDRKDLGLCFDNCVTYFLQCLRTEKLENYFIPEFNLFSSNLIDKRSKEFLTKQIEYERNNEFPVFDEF
mcGAS inh: inhibitors of mouse cGAS; inhibition, % at 12.5 µM; Q8C6L5; recombinant cGAS, Kinase-Glo ATP depletion luminescence; AID 1259399; 160,000 compounds, 0.15% hits;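 also: 0% = negative control wells and 100% = reference inhibitor with no enzyme activity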
Numbers without * were called inactive. Rule as the data show it, unless noted: active = inhibition above about 40%; inactive = the rest.

Screening COc1cccc(Cc2nsc(N(CCC(=O)NCCN3CCOCC3)C(C)C)n2)c1 returned NPYLR7 agonist 4, hcGAS lum -1 and mcGAS inh -3.
For Cc1ccc(Cn2ccnc2CN(C(=O)NC(C)C)C2CC2)cc1 the results were NPYLR7 agonist 4, hcGAS lum 3 and mcGAS inh -4.
CCSc1sc(CCN(CC)CC)cc1/C=N\O was read as NPYLR7 agonist 2, hcGAS lum -5 and mcGAS inh -7.
Screening c1ccc2c(c1)CCN(C1CCCN(Cc3cn[nH]c3C3CCCCC3)C1)C2 (stereo unspecified) returned NPYLR7 agonist 2, hcGAS lum -7 and mcGAS inh -10.
Screening CN(Cc1cnn(Cc2ccccc2)c1)C(=O)c1cc(F)cc(F)c1 returned NPYLR7 agonist 5 and hcGAS lum -6.
O=C(c1cnn2cc(CCO)cnc12)N1CCCC(CCc2ccccc2)C1 (stereo unspecified) was read as NPYLR7 agonist 8, hcGAS lum -5 and mcGAS inh -15.
`O=C(NC1CC1)c1ccc(-c2cc(-c3ccc4c(c3)OCCO4)n[nH]2)cc1` gave hcGAS lum -1 and mcGAS inh -5.
O=C(NCc1cccnc1)[C@H]1C[C@@H](O)[C@H](O)[C@@H]2N=C(Nc3cccc4ccccc34)S[C@@H]21 was read as NPYLR7 agonist -11, hcGAS lum -2 and mcGAS inh -6.
Screening Cc1nc2c(=O)n(CC(=O)NCCc3ccccc3)nc(-c3ccc(F)cc3)c2s1 returned NPYLR7 agonist 2, hcGAS lum 2 and mcGAS inh -7.
`CCc1cc(Br)ccc1S(=O)(=O)N1CCC(c2c[nH]c3ccc(C)cc23)CC1` gave NPYLR7 agonist -12, hcGAS lum 2 and mcGAS inh 0.
For Cc1cccc(OC(C)C(=O)NCc2ccc3c(c2)OCO3)c1 (stereo unspecified) the results were NPYLR7 agonist -3 and hcGAS lum -2.
CN(C)C(=O)c1ccc(Cl)cc1NS(=O)(=O)c1cccc(F)c1 was read as NPYLR7 agonist 8 and hcGAS lum -2.
NC(N)=N/N=C\c1cc(=O)[nH]c(=S)[nH]1 was read as NPYLR7 agonist -3 and hcGAS lum 1.
For COc1ccccc1Oc1cnn(C)c(=O)c1Nc1cccc(C(=O)NCCN2CCOCC2)c1 the results were NPYLR7 agonist 4, hcGAS lum -5 and mcGAS inh -5.
For CC(C)[C@@H]1C[C@@H]2C[C@H](N(CC(=O)O)C(=O)Cc3cccs3)C[C@@H]2CO1 the results were NPYLR7 agonist 5, hcGAS lum 4 and mcGAS inh 3.
`CCOC(=O)C1CSC(Cc2ccc(OCc3ccc([N+](=O)[O-])cc3)cc2)N1` (stereo unspecified) gave NPYLR7 agonist 7 and hcGAS lum -3.
For Clc1ccc(-c2noc(CSc3nnc(C4(c5ccc(Cl)cc5)CCC4)o3)n2)cc1 the results were NPYLR7 agonist -8, hcGAS lum -5 and mcGAS inh -5.
Screening O=C(NCCCN1CCCC1=O)c1ccccc1F returned NPYLR7 agonist -6 and hcGAS lum -6.
For Cc1c(C(C)NC(=O)CCc2ccc(Br)cc2F)cnn1C (stereo unspecified) the results were NPYLR7 agonist 7 and hcGAS lum -6.
Screening COc1ccc(OC)c(S(=O)(=O)N2CCC(c3nc(-c4ccccc4Cl)no3)CC2)c1 returned NPYLR7 agonist 11, hcGAS lum 2 and mcGAS inh 3.
CCn1c(SCc2ccc(C(=O)NCC(C)C)cc2)nnc1-c1cccs1 was read as NPYLR7 agonist -5, hcGAS lum -3 and mcGAS inh -5.
For Cc1cn2nc(N3CCOC(Cn4nc(C)nc4C)C3)sc2n1 (stereo unspecified) the results were NPYLR7 agonist 13 and hcGAS lum -8.
`CCn1cc(CNc2nc(-c3ccc(Cl)cc3)nc3c2CNC3)cn1` gave NPYLR7 agonist 15, hcGAS lum -11 and mcGAS inh -18.
Screening CCN(CC)C1=C(c2c(C)[nH]n(-c3ccc(F)cc3)c2=O)C(=O)N(c2ccc(OC)cc2OC)C1=O returned NPYLR7 agonist -15, hcGAS lum -8 and mcGAS inh -7.
Screening O=C(Cn1nc(C2CC2)cc1C(=O)N1CCCC1)N1CCN(c2ccc(Cl)cc2)CC1 returned NPYLR7 agonist -10 and hcGAS lum 4.
Screening CNC(C)(C)C(=O)NCC1CCN(Cc2ccc(C)c(F)c2F)C1 (stereo unspecified) returned NPYLR7 agonist 2, hcGAS lum -2 and mcGAS inh -15.
`COCCN(CC(=O)Nc1nc(CC(=O)Nc2ccccc2F)cs1)C(=O)c1ccco1` gave NPYLR7 agonist -12, hcGAS lum -7 and mcGAS inh -4.
Screening COC(=O)[C@@H]1C[C@@H](N(C)C)CN1Cc1c(Cl)ccc(OC)c1F returned NPYLR7 agonist 6, hcGAS lum 2 and mcGAS inh 8.
Screening CCCn1c(O)c(N=Nc2ccccc2[N+](=O)[O-])c2ccccc21 returned NPYLR7 agonist 0, hcGAS lum -5 and mcGAS inh -3.
`Cc1cccnc1N=Cc1nc(-c2ccccc2Br)oc1O` gave NPYLR7 agonist -4, hcGAS lum -3 and mcGAS inh -7.
`Cc1nc2nc(N3C(=O)C4CC=CCC4C3=O)[nH]n2c(=O)c1Cc1ccccc1` (stereo unspecified) gave NPYLR7 agonist -4 and hcGAS lum 9.
`O=C(NC1CC(=O)N(CCc2ccccc2)C1)c1ccccc1-n1cccn1` (stereo unspecified) gave NPYLR7 agonist 10 and hcGAS lum -1.
For CCc1ccc(S(=O)(=O)Nc2cc(-c3cn4nc(OC)ccc4n3)ccc2OC)s1 the results were NPYLR7 agonist -6, hcGAS lum 1 and mcGAS inh -7.
Screening Cn1cnnc1C1CCN(C(=O)[C@@H]2C[C@@H](NC(=O)CC3CCCC3)CN2)CC1 returned hcGAS lum -13 and mcGAS inh -3.
Screening NC(=O)c1ccc(NC(=O)CSc2nc(=O)n3ccccc3n2)cc1 returned NPYLR7 agonist -1, hcGAS lum -5 and mcGAS inh -8.
O=C(c1ccc(-n2cccn2)cc1)N1CCN(S(=O)(=O)c2cccc3nsnc23)CC1 was read as NPYLR7 agonist -3, hcGAS lum -5 and mcGAS inh -5.
O=C(COC(=O)c1ccccc1N1C(=O)C2C3C=CC(C3)C2C1=O)c1ccc(Br)cc1 (stereo unspecified) was read as NPYLR7 agonist 0, hcGAS lum -4 and mcGAS inh -7.
For CC(C)(O)C#Cc1cccc(C(=O)NCCC2COc3ccccc3O2)c1 (stereo unspecified) the results were NPYLR7 agonist 5, hcGAS lum -4 and mcGAS inh -9.
For O=C(NCc1cccnc1)c1cc(-c2ccccc2F)nc2cc(-c3ccccc3)nn12 the results were NPYLR7 agonist -13, hcGAS lum -1 and mcGAS inh 1.
For COc1cccc(COc2ccc(-c3noc(C=C(C)C)n3)cc2OC)c1 the results were hcGAS lum 2 and mcGAS inh 2.
`CCCCN(CC(=O)N(CCc1c[nH]c2ccccc12)Cc1ccccc1)C(=O)N(C)C` gave NPYLR7 agonist 12, hcGAS lum -4 and mcGAS inh -5.
O=C(C1CCN(S(=O)(=O)c2cc(Cl)ccc2Cl)CC1)N1CCCc2ccccc21 was read as NPYLR7 agonist 1 and hcGAS lum -3.
`CNC(=O)NC(=O)Cn1nnc(-c2ccc(Cl)cc2)n1` gave NPYLR7 agonist 7 and hcGAS lum -6.
CCOC(=O)C1CCCN(C(=O)c2cc(-c3ccc([N+](=O)[O-])cc3)nn2-c2ccccc2Cl)C1 (stereo unspecified) was read as NPYLR7 agonist -5, hcGAS lum -4 and mcGAS inh -4.
`Cc1cccc(C2CCCN2S(=O)(=O)CCCC#N)c1C` (stereo unspecified) gave NPYLR7 agonist 2 and hcGAS lum 4.
For N#Cc1ncn(CC(=O)NCC(=O)Nc2ccccc2Br)n1 the results were NPYLR7 agonist 5 and hcGAS lum -1.
CN(C)c1cc(N2CCCC(CO)(CCOc3ccccc3)C2)ncn1 (stereo unspecified) was read as NPYLR7 agonist -3 and hcGAS lum -5.
For CN(Cc1nc2ccccc2[nH]1)S(=O)(=O)c1cccc(F)c1 the results were NPYLR7 agonist 8 and hcGAS lum -1.
For O=C1OC(c2ccc(Cl)c(Cl)c2)=N/C1=C\C(Cl)=C\c1ccccc1 the results were NPYLR7 agonist -2 and hcGAS lum 0.
`CC(NC(=O)C(C)(C)NC(=O)OC(C)(C)C)C(=O)N1CCOCC1` (stereo unspecified) gave NPYLR7 agonist 4 and hcGAS lum -11.
Screening COC(=O)c1c(C)[nH]c(C(=O)COC(=O)c2cc(F)cc(F)c2)c1C returned NPYLR7 agonist 18 and hcGAS lum -18.
For Cc1ccc(CNC(=O)C(C)(C)n2cc(-c3ccccc3C)cn2)cc1 the results were NPYLR7 agonist -1, hcGAS lum -6 and mcGAS inh -7.
COc1ccccc1C1(CC(=O)N2CCC(C(O)c3cccs3)CC2)CC(=O)N(C)C1=O (stereo unspecified) was read as NPYLR7 agonist 2, hcGAS lum -5 and mcGAS inh -10.
Screening COc1ccc(C2=Nc3ncnn3C(c3cc(OC)ccc3OC)C2)cc1 (stereo unspecified) returned NPYLR7 agonist 6 and hcGAS lum -8.
`Cc1cccc(OCc2nnc(SCC(=O)NCCc3ccccc3)o2)c1` gave NPYLR7 agonist -2, hcGAS lum -1 and mcGAS inh -1.
`O=C(c1ccc([N+](=O)[O-])cc1)N1CCCC(OCc2ccccc2)C1` (stereo unspecified) gave NPYLR7 agonist -5 and hcGAS lum -1.
O=C(c1ccc(Br)cc1)N1CCC(c2ccccc2)CC1 was read as NPYLR7 agonist 0, hcGAS lum -4 and mcGAS inh -6.
CC(=O)N[C@H]1C[C@@H](c2cccc(Cn3cccn3)c2)O[C@@H](C(C)C)C1 was read as NPYLR7 agonist -10, hcGAS lum -2 and mcGAS inh -13.
Cc1ncsc1CN(C)C(=O)C(C)(C)c1cccc(Cl)c1 was read as NPYLR7 agonist 2 and hcGAS lum -15.
Screening COCCCN(Cc1csc(COc2ccc(Cl)cc2)n1)C(=O)c1ccccc1F returned NPYLR7 agonist -7, hcGAS lum -4 and mcGAS inh -9.
For c1ccc2c(OCc3nc(CNC4CC4)cs3)cccc2c1 the results were NPYLR7 agonist 32 and hcGAS lum 7.
Screening CN(CCc1ccccn1)C(=O)CCCCC1CCSS1 (stereo unspecified) returned NPYLR7 agonist -9 and hcGAS lum -8.
For CNC(=O)N(O)C1N(N)C(=S)SC1(C)C (stereo unspecified) the results were NPYLR7 agonist -4 and hcGAS lum -6.
c1cnc(N2CCOCC2)c(CNC2C3CC4CC(C3)CC2C4)c1 (stereo unspecified) was read as NPYLR7 agonist 6 and hcGAS lum -13.
Screening CC(C)CC(=O)N(CCN(C)C)Cc1nccn1Cc1ccccc1 returned NPYLR7 agonist 18, hcGAS lum -8 and mcGAS inh -5.
Screening O=C(CCc1n[nH]c2c1CCCC2)N1CCCC(OCc2ccccn2)C1 (stereo unspecified) returned NPYLR7 agonist 11, hcGAS lum -1 and mcGAS inh -13.
Screening COCCN1CCCC(O)(CN2CCC(Oc3ncccn3)CC2)C1=O (stereo unspecified) returned NPYLR7 agonist 13, hcGAS lum -10 and mcGAS inh -14.
O[C@@H]1C[C@@H]2C[C@H](c3ccccc3)OC[C@@]2(O)[C@H]1N1CCc2ccccc2C1 was read as NPYLR7 agonist 3, hcGAS lum -2 and mcGAS inh -1.
CCSc1nc2ncc3c(=O)n(-c4cccc(F)c4)ccc3n2n1 was read as NPYLR7 agonist 6 and hcGAS lum -4.
`CCN(C(=O)C(C)OCC(C)C)C1CCN(C(C)c2ccccc2)C1` (stereo unspecified) gave NPYLR7 agonist 3 and hcGAS lum -10.
Screening CCOc1ccc2cc(C(N)=O)c(=Nc3ccc(C)cc3)oc2c1 returned NPYLR7 agonist -9, hcGAS lum -6 and mcGAS inh -7.
For CC(c1ccc(S(N)(=O)=O)cc1)N(C)Cc1csc(C(C)(C)C)n1 (stereo unspecified) the results were NPYLR7 agonist 10 and hcGAS lum 3.

Among those listed so far, these contain a cyano group.
`Cc1cccc(C2CCCN2S(=O)(=O)CCCC#N)c1C` (stereo unspecified) gave NPYLR7 agonist 2 and hcGAS lum 4.
For N#Cc1ncn(CC(=O)NCC(=O)Nc2ccccc2Br)n1 the results were NPYLR7 agonist 5 and hcGAS lum -1.

Part of the list above in order of molar mass, smallest number first:
For CNC(=O)N(O)C1N(N)C(=S)SC1(C)C (stereo unspecified) the results were NPYLR7 agonist -4 and hcGAS lum -6.
Screening CN(CCc1ccccn1)C(=O)CCCCC1CCSS1 (stereo unspecified) returned NPYLR7 agonist -9 and hcGAS lum -8.
c1cnc(N2CCOCC2)c(CNC2C3CC4CC(C3)CC2C4)c1 (stereo unspecified) was read as NPYLR7 agonist 6 and hcGAS lum -13.
`CCN(C(=O)C(C)OCC(C)C)C1CCN(C(C)c2ccccc2)C1` (stereo unspecified) gave NPYLR7 agonist 3 and hcGAS lum -10.

Carrying on.
CCOC(=O)[C@@H]1C[C@H]2CN(C)C(=O)c3cccc(c32)N1C(=O)c1cc(C)oc1C was read as NPYLR7 agonist 2, hcGAS lum -5 and mcGAS inh -8.
Cc1ccc(C2=NN(C(=O)CN3CCC4(CC3)OCCO4)C(c3cccn3C)C2)cc1C (stereo unspecified) was read as NPYLR7 agonist -2, hcGAS lum -4 and mcGAS inh -5.
For CCn1c(SCC(=O)N2CCc3ccccc3C2)nc2sc(C)c(C)c2c1=O the results were NPYLR7 agonist -5 and hcGAS lum 3.
COC(=O)[C@@H]1C[C@@H](N(C)C)CN1S(=O)(=O)c1ccc(NC(C)=O)cc1 was read as NPYLR7 agonist 28, hcGAS lum -2 and mcGAS inh -18.
Screening Cc1ccc(C2=Nc3ncnn3C(c3ccc(F)cc3)C2)cc1C (stereo unspecified) returned NPYLR7 agonist 4 and hcGAS lum 3.

Quoted from the results shown for reference:
COC(=O)[C@@H]1C[C@@H](N(C)C)CN1S(=O)(=O)c1ccc(NC(C)=O)cc1 was read as NPYLR7 agonist 28, hcGAS lum -2 and mcGAS inh -18.
Screening Cc1ccc(C2=Nc3ncnn3C(c3ccc(F)cc3)C2)cc1C (stereo unspecified) returned NPYLR7 agonist 4 and hcGAS lum 3.
